FLuc modulator = qHTS profiling assay for firefly luciferase inhibitor/activator using purifed enzyme and Km concentrations of substrates (counterscreen for miR-21 project). Luciferin 4-monooxygenase (Photinus pyralis), P08659. purified FLuc, Km substrates, luminescence inhibition. Potency, µM (doses to about 57.5 µM), for inactives: at the highest dose activity change, negative = inhibition, usual class: inhibitors. 360,000 tested, 6.9% active; active = well fitted inhibition curve with a large enough effect; inconclusive = small, poorly fitted or top-dose-only effect;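 note: plate controls were vehicle for no effect and reference inhibitor for full effect; nearly all actives have a fitted effect of over 55% in size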
Target sequence (P08659 whole entry, looked up): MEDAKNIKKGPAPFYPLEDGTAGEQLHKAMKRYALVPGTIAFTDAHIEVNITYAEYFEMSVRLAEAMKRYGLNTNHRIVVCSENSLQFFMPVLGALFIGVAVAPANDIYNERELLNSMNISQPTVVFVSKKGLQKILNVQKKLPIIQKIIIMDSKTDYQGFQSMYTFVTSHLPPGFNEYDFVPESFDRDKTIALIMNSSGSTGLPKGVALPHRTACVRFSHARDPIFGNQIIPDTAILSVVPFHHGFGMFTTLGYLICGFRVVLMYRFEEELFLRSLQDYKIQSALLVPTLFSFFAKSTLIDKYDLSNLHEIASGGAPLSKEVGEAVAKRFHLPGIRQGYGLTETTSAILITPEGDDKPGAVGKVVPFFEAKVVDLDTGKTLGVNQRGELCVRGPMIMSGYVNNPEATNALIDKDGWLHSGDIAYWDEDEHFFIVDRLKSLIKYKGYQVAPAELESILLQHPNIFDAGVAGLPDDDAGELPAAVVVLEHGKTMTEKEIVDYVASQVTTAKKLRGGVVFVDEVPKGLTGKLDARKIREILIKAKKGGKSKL
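Biochemical qHTS of compounds, final roughly 60 µM downward over six points, against 10 nM purified firefly luciferase using Km concentrations of substrates (10 uM D-luciferin, 10 uM ATP) in Tris acetate pH 7.5 buffer; luminescence output.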
* = called active by the depositor; u = inconclusive. Potency is the fitted concentration of half-maximal effect.

SMILES	FLuc modulator
Cc1ccc(C(=O)Nc2nnc(S(=O)(=O)N3CCCc4ccccc43)s2)cc1	-2%
CC1CCN(CCCNC(=O)c2cc(Sc3ccc(F)cc3)nc3ccccc23)CC1	-1%
COc1cc(OC)c(NC(=O)N2CCC(CN3CCCC3)CC2)cc1Cl	0%
CC(=O)c1ccc(NC(=O)NCCc2c[nH]c3ccccc23)cc1	2%
Cc1cc(C)cc(N2CC(c3nnc(NC(=O)c4ccco4)s3)CC2=O)c1 (stereo not drawn)	u
CC[C@H](C)NC(=O)CCCc1nnc2n(CCC(C)C)c(=O)c3sccc3n12	-5%
CCOc1ccc(CCNC(=O)c2sc3ncccc3c2-n2cccc2)cc1OCC	-6%
O=C(O)CCc1ccc(-c2ccc(Cl)cc2)n1-c1cccc(C(F)(F)F)c1	u
Cc1c(C(=O)Nc2ccc(F)c(Cl)c2)sc2nc3n(c(=O)c12)CCC3	4%
O=C(Cn1ncn2nc(-c3cccs3)cc2c1=O)NCc1cccc(Br)c1	-14%
Cc1ccc(OCCSc2nnc(-c3cccs3)o2)cc1Cl	-13%
CCc1cccc(C)c1NC(=O)CCCn1c(C)c2cnn(-c3ccccc3)c(=O)c2c1C	-8%
Cc1cc(NC(=O)CN2C(=O)C(C)(C)c3ccccc32)ccc1Br	-10%
CCc1ccc(NC(=O)CC(NCc2cccnc2)C(=O)O)cc1 (stereo not drawn)	-4%
COc1cccc(-c2noc(COc3ccccc3Cl)n2)c1	11µM*

Filtered by structure: the entries above with a COOH group (2)
SMILES	FLuc modulator
O=C(O)CCc1ccc(-c2ccc(Cl)cc2)n1-c1cccc(C(F)(F)F)c1	u
CCc1ccc(NC(=O)CC(NCc2cccnc2)C(=O)O)cc1 (stereo not drawn)	-4%

Returning to the listing, starting five compounds before the break.
SMILES	FLuc modulator
Cc1ccc(OCCSc2nnc(-c3cccs3)o2)cc1Cl	-13%
CCc1cccc(C)c1NC(=O)CCCn1c(C)c2cnn(-c3ccccc3)c(=O)c2c1C	-8%
Cc1cc(NC(=O)CN2C(=O)C(C)(C)c3ccccc32)ccc1Br	-10%
CCc1ccc(NC(=O)CC(NCc2cccnc2)C(=O)O)cc1 (stereo not drawn)	-4%
COc1cccc(-c2noc(COc3ccccc3Cl)n2)c1	11µM*
Cc1sc2ncn(CC(=O)Nc3ccc(F)cc3F)c(=O)c2c1S(=O)(=O)N1CCC(C)CC1	2%
COc1cc(CNc2ccc3[nH]c(=O)[nH]c3c2)cc(Cl)c1OCc1ccccc1F	-1%
Cc1ccc(S(=O)(=O)N(CC(=O)Nc2c(C)cccc2C)c2cccc(Cl)c2)cc1	-11%
COc1ccc(C(=O)NCC(c2ccc(N(C)C)cc2)N2CCc3ccccc32)c(OC)c1 (stereo not drawn)	-7%
O=C(Nc1ccccc1[N+](=O)[O-])c1csnn1	-11%
CCN(C(=O)Cn1c(=O)oc2cc(S(=O)(=O)N3CCCC3)ccc21)c1cccc(C)c1	5%
COc1ccccc1-c1cc(C(=O)Nc2cc(Cl)ccc2O)no1	-2%
CCOC(=O)c1noc2nc(C)n(CC(=O)Nc3ccccc3F)c(=O)c12	-3%
N#C/C(=C\c1ccc(-c2cccc(Cl)c2)o1)C(=O)Nc1cccc(C(F)(F)F)c1	-5%
CCOc1ccc(CCNC(=O)Cn2nc(CC)n3c(cc4sccc43)c2=O)cc1	-8%
COc1ccc(C(=O)CCC(=O)Nc2ccc(C)c(Cl)c2)cc1	-19%
Cc1noc(/C=C/c2ccccc2F)c1S(=O)(=O)N1CCC(C(=O)NCc2ccco2)CC1	-10%
COc1cc(OC)cc(-n2c(=O)c3ccccc3n(Cc3ccccc3C#N)c2=O)c1	-1%
COC(=O)c1ccccc1NC(=O)CSc1nnc2cc(C)c3cc(C)cc(C)c3n12	-14%
COc1ccccc1C(=O)Nc1ccc2nc(SCC(=O)N3CCCc4ccccc43)sc2c1	-3%
O=C1CCSC2(C(=O)N(Cc3ccccc3)c3ccccc32)N1c1ccccc1 (stereo not drawn)	-14%
Cc1cc(C)c2oc(C(=O)Nc3nc4ccc(Cl)cc4s3)cc(=O)c2c1	-14%
COc1ccc(-c2noc(CN(C(=O)C(C)Oc3ccc(C)cc3)C(C)C)n2)cc1 (stereo not drawn)	1%
CCCOc1cccc(C(=O)Nc2cccc(NC(=O)c3ccc(C(C)(C)C)cc3)c2)c1	1.7µM*
COc1ccc(N2CCN(c3oc(-c4ccccc4C)nc3S(=O)(=O)c3ccccc3)CC2)cc1	0%
COc1cccc(N2CC(NC(=O)c3ccc(S(=O)(=O)N4CCCC4)cc3)CC2=O)c1 (stereo not drawn)	3%
Cc1ccccc1-n1c(/C=C/c2c(C)n(C)c3ccccc23)nc2ccccc2c1=O	-2%
Cc1cccn2c(=O)c(C(=O)NC(C)c3ccccc3)cnc12 (stereo not drawn)	-2%
COc1ccc(NC(=O)c2nnn(CC(=O)Nc3c(C)cc(C)cc3C)c2N)cc1OC	-2%
Cc1ccn2c(Nc3ccc(F)cc3)c(-c3ccc(C)o3)nc2c1	-1%
Cc1ccc(-c2cc(C(F)(F)F)n3nc(C(=O)Nc4sc5c(c4C#N)CCC(C)C5)cc3n2)cc1 (stereo not drawn)	2%
C=Cc1ccc(Cn2c(C(=O)O)c(CNCc3cc(OC)ccc3OC)c3ccc(C)cc32)cc1	5%
COc1ccc(-n2nc(C)c3c(C(F)(F)F)cc(-c4cccnc4)nc32)cc1	-2%
Cc1ccc(Cl)cc1N1CCN(C(=O)c2cccn2-c2nnc(N3CCCCC3)s2)CC1	-16%
O=C(NC1CC(=O)N(c2ccccc2)C1)C1CCCCC1 (stereo not drawn)	2%

Some of these compounds in order of formula weight, descending:
SMILES	FLuc modulator
COc1ccc(N2CCN(c3oc(-c4ccccc4C)nc3S(=O)(=O)c3ccccc3)CC2)cc1	0%
COc1ccc(NC(=O)c2nnn(CC(=O)Nc3c(C)cc(C)cc3C)c2N)cc1OC	-2%
Cc1ccccc1-n1c(/C=C/c2c(C)n(C)c3ccccc23)nc2ccccc2c1=O	-2%
O=C1CCSC2(C(=O)N(Cc3ccccc3)c3ccccc32)N1c1ccccc1 (stereo not drawn)	-14%
COc1ccc(-n2nc(C)c3c(C(F)(F)F)cc(-c4cccnc4)nc32)cc1	-2%

Other compounds.
SMILES	FLuc modulator
Cc1cccc(CCNC(=O)c2cc3ccccn3n2)c1	u
Cc1c(C(=O)NCc2ccc(OC(C)C)cc2)sc2ncnc(N(C)C3CCCCC3)c12	4%
COc1ccc(N(Cc2cccs2)C(=O)COc2ccc(C(C)C)cc2)cc1	-1%
COc1ccc(Br)cc1CNC(=O)Cn1ncn2nc(-c3cccs3)cc2c1=O	-13%
CCOC(=O)c1c(NC(=O)c2cc(-c3ccc(OC)c(OC)c3)on2)sc2c1CCCC2	4%
COc1cccc(C(=O)NC(c2ccc(Cl)cc2)c2cc(Cl)c3cccnc3c2O)c1 (stereo not drawn)	0%
O=C(NCCSCc1ccc(Cl)cc1)C1CCN(S(=O)(=O)Cc2ccccc2)CC1	0%
COC(=O)c1cc2sc(Cl)cc2n1Cc1cc(C)ccc1C	6%
Cc1ccc(Cl)cc1N1CCN(C(=O)c2ccc3c(c2)N(Cc2ccccc2)CCS3)CC1	-2%
O=C(c1[nH]c2ccccc2c1Sc1ccc(Cl)cc1)N1CCCCC1	-6%
Cc1ccc(C(=O)O)cc1-n1c(C)ccc1-c1ccccc1	u
CCCCC(=O)Oc1ccc2oc(-c3ccc(OC)cc3)cc(=O)c2c1	u
Cc1ccc2cccc(NC(=O)c3cccc4ccccc34)c2n1	-2%
CCC1CN(C(=O)N2CCC(C(=O)NCCC3=CCCCC3)CC2)c2ccccc2O1 (stereo not drawn)	-1%
O=c1cc(-c2ccccc2)n2c(SCc3ccccc3)nnc2[nH]1	u
NC(=O)C1CCN(c2nc(-c3ccc4c(c3)OCO4)cs2)CC1	19µM*
COc1ccc(CNC(=O)CSc2ncc3c(n2)-c2cc(Cl)ccc2N(C)S3(=O)=O)cc1	0%
COc1ccc(-c2nc3ccc(C(=O)NCc4ccccc4)cc3nc2-c2ccc(OC)cc2)cc1	-6%
COc1ccccc1C(=O)Nc1ccc2nc(SCC(=O)N3CCCC3)sc2c1	u
CCC(C(=O)N1CCN(c2cccc(C)c2C)CC1)n1nc(C)c2sc3ccccc3c2c1=O (stereo not drawn)	u
CCN(CC)Cc1c(NC(=O)c2ccc(OC)cc2)sc2c1CCCC2	u
Cc1cc(C)n(C(C)CC(=O)Nc2ccc(Cl)cc2C)n1 (stereo not drawn)	0%
CCCCC(=O)Nc1ccc2nc(SCC(=O)N3CCCC3)sc2c1	-18%
Nc1c(C(=O)Nc2ccccc2F)sc2nc3c(cc12)CCCCCC3	-5%
Cc1ccc(N(C)C(=O)C2CCCN(c3ncnc4c3nc3n4CCCCC3)C2)cc1C (stereo not drawn)	-14%
Cc1ccccc1C(=O)Nc1cccc(C(=O)OCc2cc(=O)n3c(C)csc3n2)c1	u
CC(CNC(=O)c1ccc2c(c1)nc1n2CCOC1)c1ccccc1 (stereo not drawn)	u
COc1cccc(CNC(=O)c2ccc(Cn3c(SCc4ccccc4)nc4cccnc43)cc2)c1	5.4µM*
Cc1ccc(NC(=O)Cn2nnnc2-c2ccccc2N)cc1	-11%
Cc1ccc(CNC(=O)c2sc3nc(C)cc(C)c3c2-n2cccc2)cc1	-4%
CCOc1ccc(C2C(=O)N(C3CCCCC3)CC(=O)N2CCc2ccccc2)cc1OC (stereo not drawn)	-3%
Cc1cccc(-c2nnc(SCC(=O)N3CCCCC3)o2)c1	u
N#Cc1ccccc1NC(=O)c1cc2c(=O)n3ccccc3nc2s1	-5%
CCC1=C(c2ccc(C)cc2)S(=O)(=O)N=C1N1CCC(C(=O)Nc2ccccc2F)CC1	-9%
Cn1c(=O)cc(SCC(=O)N2CCN(c3ccccc3F)CC2)c2ccc(Cl)cc21	4%
CCOc1ccc(C(=O)NCCSc2c(C)[nH]c3ccccc23)cc1OCC	5%
CCOc1ccc(CNC(=O)CCC(=O)N2CC(C)Sc3ccccc32)cc1 (stereo not drawn)	-8%
CCOc1ccc(C(=O)NCCc2csc(-c3ccc(C(F)(F)F)cc3)n2)cc1OCC	0%
CCCc1nn2c(=O)cc(COC(=O)c3ccccc3NC(=O)COc3ccccc3F)nc2s1	-19%
CC(=O)c1cccc(NS(=O)(=O)c2cc(-c3onc(C)c3C)ccc2C)c1	u
COc1ccc(CCNC(=O)CCCn2nc(C)c3sc4ccccc4c3c2=O)c(OC)c1	u
COC(=O)c1c(NC(=O)c2c(OC)cccc2OC)sc2c1CCCC2	u
Cc1ccc(-c2cn3nc(N4CCCC(C(=O)NCc5ccc(F)cc5)C4)sc3n2)cc1 (stereo not drawn)	8.5µM*
O=C1c2[nH]nc(-c3ccccc3O)c2C(c2cccc(OCc3ccccc3)c2)N1CCCO (stereo not drawn)	-1%
CC(=O)Nc1nonc1-c1nnc(SCC(=O)Nc2ccc(C)c(Cl)c2)n1C	-2%

2 compounds picked at random from the list so far, as already listed:
SMILES	FLuc modulator
COC(=O)c1c(NC(=O)c2c(OC)cccc2OC)sc2c1CCCC2	u
Cc1ccc(-c2cn3nc(N4CCCC(C(=O)NCc5ccc(F)cc5)C4)sc3n2)cc1 (stereo not drawn)	8.5µM*

(more compounds)
SMILES	FLuc modulator
CCOc1ccc(CNC(=O)c2cc3c(=O)n(C)c4ccccc4c3s2)cc1	-1%
CCCCOc1ccc(C2=NC(c3cccs3)=Nc3ccc(OC)cc3N2)cc1	3%
CC(=O)N1c2ccc(S(=O)(=O)NCC3CCC(C(=O)Nc4cccc(F)c4)CC3)cc2CC1C (stereo not drawn)	-14%
O=C(COc1ccc([N+](=O)[O-])cc1)NCC1(N2CCOCC2)CCCCC1	-3%
Cc1cccc(NC(=O)CSc2nc3ccccc3nc2N2CCC(C)CC2)c1	-1%
COc1ccc(C)cc1Nc1ncnc2c1c(-c1ccccc1)cn2-c1ccc(C)cc1	1%
Cc1ccc(-c2nnc(C3CCN(S(=O)(=O)c4ccc(C)c(C)c4)CC3)o2)cc1	-13%
Cc1ccc(C(=O)N2CCC(N3CCN(Cc4ccc(F)cc4)C(=O)C3=O)CC2)cc1	-5%
O=C(NCCc1ccccc1Cl)c1ccc2c(=O)n(-c3ccccc3)c(=O)[nH]c2c1	-3%
CC1N=C2c3ccccc3N=C(SCC(=O)NCc3ccc(Cl)cc3)N2C1=O (stereo not drawn)	6%
CC(C)C(=O)N1c2nc(C(C)C)nn2C2(CCCCC2)[C@@H]2CCCC[C@@H]21	-8%
CCCCCn1c(NCc2ccc(OC)cc2)nc2ccccc21	-18%
Cc1ccc(NC(=O)Cn2cc3c(n2)CCCC3)c(Cl)c1	2%
Cc1ccccc1C1C=C(c2ccc(Cl)cc2)Nc2nnnn21 (stereo not drawn)	-2%
Cc1cccc(NC(c2ccccc2C)c2ccc3ccc(C)nc3c2O)n1 (stereo not drawn)	1%
Cc1ccc(NC(=O)c2c(C(=O)Nc3ccccc3)sc3nc(C)cc(=O)n23)c(C)c1	-3%
COc1ccccc1CNC(=O)Cn1c(=O)nc(-c2ccccc2F)c2cc(Cl)ccc21	-5%
O=C(c1ccc(F)cc1)N1CCc2c([nH]c3ccccc23)C1c1ccc(Cl)cc1 (stereo not drawn)	0%
CC(=O)Nc1cc(C(=O)NCc2ccccc2Cl)ccc1Sc1ccc(F)cc1	-2%
Cc1ccc(Cn2ccnc2SCC(=O)NCc2ccccc2)cc1	-11%
CC(C)CSc1nnc(-c2ccccc2)c(-c2ccccc2)n1	-12%
CCOC(=O)c1ccccc1NC(=O)c1nn(-c2ccc(C)cc2)c(=O)n(C)c1=O	0%
CCc1ccc(NC(=O)C2CCN(S(=O)(=O)c3ccc4[nH]c5c(c4c3)CCCCC5)CC2)cc1	-7%
COC(=O)c1cc2sc(Cl)cc2n1Cc1nc(-c2ccc(OC)cc2)oc1C	-1%
CCCn1c(=O)c2c(nc3n2CCN3c2ccc(C)cc2)n(C)c1=O	u
O=C(CN1C(=O)COc2ccc(Cl)cc21)Nc1cccc(F)c1	2%

Source: PubChem (National Center for Advancing Translational Sciences (NCATS))

These rows are one share of the data, so the mix of outcomes need not match the whole.
